CHO-K1 Ca antag = counter-screen for M1 antagonists: effect in parental CHO-K1 cells | ATP-induced calcium, Fluo-8 fluorescence | inhibition, % at 3 µM | hit rate 0.6% among 360,000 | AID 602250;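 active = inhibition above a per-plate cutoff, the plate's mean sample inhibition plus 3 SD, cut at about 24% in these data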;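 note: 0% = DMSO plus EC80 ATP and 100% = DMSO alone without ATP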
M1 PAM parental = counter-screen for M1 PAMs: effect in parental CHO-K1 cells; activation, % at 3 µM; ATP EC20, Fluo-8 calcium fluorescence; 0% at ATP EC20, 100% at ATP max; hit rate 0.02% among 360,000;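 active = activation above the run cutoff, the mean activation of all test compounds plus 3 SD, cut at about 40% in these data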;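 note: peak over basal fluorescence ratio in a 140 s read after ATP addition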
V1aR counter = activates human V1a receptor in oxytocin agonist counter-screen. activation, % at 3 µM. hit rate 0.25% among 320,000. CHO-V1R cells, Fluo-8 calcium fluorescence, agonist mode; 0% DMSO, 100% 3 nM vasopressin;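 active = activation above the mean activation of all tested compounds plus 3 SD, per screening run, cut at about 20% in these data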;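 note: signal is peak over basal fluorescence ratio across a 100 second FLIPR read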
Target sequence (P37288 whole entry, looked up): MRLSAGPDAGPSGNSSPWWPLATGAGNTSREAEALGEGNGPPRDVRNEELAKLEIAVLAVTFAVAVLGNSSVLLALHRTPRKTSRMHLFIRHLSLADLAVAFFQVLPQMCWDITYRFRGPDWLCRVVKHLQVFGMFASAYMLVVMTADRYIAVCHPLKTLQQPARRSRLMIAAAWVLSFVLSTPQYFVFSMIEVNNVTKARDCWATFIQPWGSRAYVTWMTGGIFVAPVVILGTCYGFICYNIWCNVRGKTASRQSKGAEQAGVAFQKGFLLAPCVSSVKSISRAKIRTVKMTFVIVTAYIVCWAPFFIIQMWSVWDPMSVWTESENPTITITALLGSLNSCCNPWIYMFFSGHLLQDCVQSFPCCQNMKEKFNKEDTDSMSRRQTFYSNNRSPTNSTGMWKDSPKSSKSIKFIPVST
OXTR potentiator = human OXTR potentiation | hit rate 0.061% among 320,000 | activation, % at 3 µM | CHO-OTR cells, Fluo-8 calcium fluorescence, potentiator mode; 0% = oxytocin EC15, 100% = EC100 | AID 2445 | P30559;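 active = activation above that plate's cutoff, the mean activation of tested compounds plus 3 SD, cut at about 6.6% in these data, passing the limit was not always enough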;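 note: 100% uses oxytocin at 75 nM as the full agonist control; some results filed as inactive read as strong as hits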
Target sequence (P30559 whole entry, looked up): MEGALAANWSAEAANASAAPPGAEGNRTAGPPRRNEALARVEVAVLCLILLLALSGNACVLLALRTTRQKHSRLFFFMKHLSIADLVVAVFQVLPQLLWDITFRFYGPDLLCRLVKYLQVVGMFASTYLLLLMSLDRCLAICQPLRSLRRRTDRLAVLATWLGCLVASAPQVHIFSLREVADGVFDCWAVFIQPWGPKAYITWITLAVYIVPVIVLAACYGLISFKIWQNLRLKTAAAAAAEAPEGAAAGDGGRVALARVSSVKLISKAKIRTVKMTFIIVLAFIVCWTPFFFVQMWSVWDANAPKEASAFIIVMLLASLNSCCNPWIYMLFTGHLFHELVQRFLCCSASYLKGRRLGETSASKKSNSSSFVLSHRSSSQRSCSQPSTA
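test system = CHO-OTR cells, human receptor | compound = single-point 3.0 µM | schedule = 6 min compound pre-incubation at room temperature, 100 s kinetic read | signal = Fluo-8 no-wash calcium dye fluorescence, excitation 470-495 nm, emission 515-575 nm | repeats = single well per compound, singlicate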
M1 ag parental = nonselective activator or artifact in parental CHO-K1 cells; Fluo-8 calcium fluorescence; scaled to maximal ATP response, vehicle zero; hit rate 0.48% among 360,000; activation, % at 3 µM; in the data active = activation above about 15%;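 note: untransfected CHO-K1 host cells lacking M1 receptor as counterscreen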
TAAR1 antagonist = antagonists of human TAAR1; Q96RJ0; CHO RD-HGA16 TAAR1, Fluo-8 calcium fluorescence, antagonist; inhibition, % at 3 µM; hit rate 1.5% among 360,000;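 active = inhibition above a per-plate cutoff, the mean inhibition of test compounds on that plate plus 3 SD, cut at about 49% in these data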;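 note: 0% = DMSO plus EC80 beta-PEA response and 100% = DMSO alone without agonist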
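Assay system: RD-HGA16 CHO cells with stable hTAAR1 and Gα16 / Reagent: EC80 β-phenethylamine stimulus / Doses: 3 µM, single point / Timing: dye loading 75 min at 37 °C, then 30 min room temperature / Measured by: Fluo-8 intracellular calcium dye fluorescence, real-time kinetic reads / Controls: vehicle wells and EC80 agonist wells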
CHO parental Ca = signal in parental CHO cells, OX1R antagonist counter-screen | parental CHO-K1, ATP-induced calcium, Fluo-8 fluorescence | inhibition, % at 5.6 µM | hit rate 0.63% among 330,000;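 active = inhibition above that plate's mean sample inhibition plus 3 SD, cut at about 26% in these data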;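 note: 0% = ATP-challenged DMSO wells and 100% = DMSO wells without ATP; some compounds past the cut are filed as inactive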
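Assay system: parental CHO cells; Read-out basis: percent inhibition of ATP-evoked calcium rise, normalized to controls; Benchmarks: ATP and no-ATP DMSO wells; Compound dosing: single nominal dose of 5.6 µM per compound; Signal: Fluo-8 calcium dye fluorescence; Also added: ATP as calcium-mobilizing challenge; Repeats: singlicate.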
GPR7 antag = antagonists of human GPR7 (neuropeptides B/W receptor 1). inhibition, % at 4.4 µM. P48145. hit rate 1.1% among 290,000. GPR7-expressing cells, fluorescence antagonist assay; in the data active = inhibition above about 16%, passing the limit was not always enough;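 note: cells stimulated with the agonist NPW; 0% = agonist with vehicle and 100% = vehicle without agonist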
OXTR ag = agonists of human oxytocin receptor | P30559 | activation, % at 3 µM | AID 2435 | hit rate 0.32% among 320,000 | CHO-OTR cells, Fluo-8 calcium fluorescence; normalized: DMSO 0%, oxytocin 100%;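 active = activation above the mean of all tested compounds plus 3 SD, cutoff set per screening run, cut at about 20% in these data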;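 note: peak over basal fluorescence ratio from a 100 s FLIPR kinetic read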
Numbers without * were called inactive.

Screening Cc1ccc(CC2CC(=O)N(c3ccncc3)C2=O)cc1 (stereo unspecified) returned CHO-K1 Ca antag -5, M1 PAM parental 12, V1aR counter 0.9, OXTR potentiator -8, M1 ag parental 0.6, TAAR1 antagonist 10, CHO parental Ca 5, GPR7 antag 2 and OXTR ag 1.4.
For Cc1ccc(-c2noc(C3CCCN(C(=O)c4ccc(Cl)cc4)C3)n2)o1 (stereo unspecified) the results were CHO-K1 Ca antag -7, M1 PAM parental 14, V1aR counter 4.0, OXTR potentiator -12, M1 ag parental 1.2, TAAR1 antagonist -12, CHO parental Ca -13, GPR7 antag -1 and OXTR ag -0.2.
Screening Cc1ccnc(Nc2nc3ccccc3s2)n1 returned CHO-K1 Ca antag 0, M1 PAM parental 8, V1aR counter -0.2, OXTR potentiator -15, M1 ag parental 1.3, TAAR1 antagonist -5, CHO parental Ca 2, GPR7 antag -1 and OXTR ag -0.2.
`O=C(c1sc2ccccc2c1Cl)N1CCN(c2ccccc2F)CC1` gave CHO-K1 Ca antag -9, M1 PAM parental 23, V1aR counter 0.6, OXTR potentiator -7, M1 ag parental 9.3, TAAR1 antagonist 7, CHO parental Ca -19, GPR7 antag 9 and OXTR ag -1.2.
CCN(CC)c1ncnc2c1[nH]c1ccccc12 was read as CHO-K1 Ca antag -7, M1 PAM parental 4, V1aR counter 3.6, OXTR potentiator -8, M1 ag parental 4.2, TAAR1 antagonist 18, CHO parental Ca -3, GPR7 antag -1 and OXTR ag 3.3.
For COc1ccc(NS(=O)(=O)c2ccc3nc(COc4ccc(Cl)c(C)c4)[nH]c3c2)cc1 the results were CHO-K1 Ca antag 5, M1 PAM parental -11, V1aR counter 1.9, OXTR potentiator -6, M1 ag parental 2.4, TAAR1 antagonist -3, CHO parental Ca -5, GPR7 antag -1 and OXTR ag 0.6.
Screening Cc1cc(S(=O)(=O)NCC(C)C)ccc1OCC(=O)NCc1ccco1 returned CHO-K1 Ca antag -6, M1 PAM parental 20, V1aR counter 0.0, OXTR potentiator -1, M1 ag parental 1.6, TAAR1 antagonist 0, CHO parental Ca -6, GPR7 antag 3 and OXTR ag 0.6.
Screening Cc1[nH]nc(-c2ccc(O)cc2O)c1-c1nc2ccccc2s1 returned CHO-K1 Ca antag -12, M1 PAM parental -4, V1aR counter 2.4, OXTR potentiator -26, M1 ag parental 1.6, TAAR1 antagonist 32, CHO parental Ca 4, GPR7 antag -8 and OXTR ag 6.7.
For O=C(OCc1c(Cl)nc2sccn12)c1cc2c(s1)CCCC2 the results were CHO-K1 Ca antag -16, M1 PAM parental 21, V1aR counter 1.9, OXTR potentiator -10, M1 ag parental 1.0, TAAR1 antagonist 2, CHO parental Ca 17, GPR7 antag 1 and OXTR ag 0.4.
Screening CCCCOC(=O)c1cc(=O)[nH]c2ccccc12 returned CHO-K1 Ca antag -22, M1 PAM parental 3, V1aR counter -0.9, OXTR potentiator -9, M1 ag parental -0.2, TAAR1 antagonist 3, CHO parental Ca -9, GPR7 antag -15 and OXTR ag -1.1.
For Cc1ccc(O)c(C(=O)CC(=O)c2ccc(C(C)(C)C)cc2)c1 the results were CHO-K1 Ca antag -10, M1 PAM parental 10, V1aR counter 0.5, OXTR potentiator -13, M1 ag parental -0.1, TAAR1 antagonist -1, CHO parental Ca -12, GPR7 antag -20 and OXTR ag -1.3.
Cc1ccnc(N(C(=O)c2cccs2)C(=O)c2cccs2)c1 was read as CHO-K1 Ca antag -6, M1 PAM parental -16, V1aR counter 0.0, OXTR potentiator -6, M1 ag parental -0.4, TAAR1 antagonist -6, CHO parental Ca -11, GPR7 antag -7 and OXTR ag -1.2.

Two successive compounds from above:
For COc1ccc(NS(=O)(=O)c2ccc3nc(COc4ccc(Cl)c(C)c4)[nH]c3c2)cc1 the results were CHO-K1 Ca antag 5, M1 PAM parental -11, V1aR counter 1.9, OXTR potentiator -6, M1 ag parental 2.4, TAAR1 antagonist -3, CHO parental Ca -5, GPR7 antag -1 and OXTR ag 0.6.
Screening Cc1cc(S(=O)(=O)NCC(C)C)ccc1OCC(=O)NCc1ccco1 returned CHO-K1 Ca antag -6, M1 PAM parental 20, V1aR counter 0.0, OXTR potentiator -1, M1 ag parental 1.6, TAAR1 antagonist 0, CHO parental Ca -6, GPR7 antag 3 and OXTR ag 0.6.

More structures follow:
Screening COc1cc(/C=C/C(=O)OCC(=O)NC(=O)NC2CCCC2)ccc1OCC#N returned CHO-K1 Ca antag -4, M1 PAM parental -8, M1 ag parental 1.9 and TAAR1 antagonist -6.
`O=C(Nc1ccc(Nc2ccccc2)cc1)N1CCOCC1` gave CHO-K1 Ca antag -12, M1 PAM parental 6, V1aR counter 1.7, OXTR potentiator -6, M1 ag parental 2.4, TAAR1 antagonist -10, CHO parental Ca 6, GPR7 antag 3 and OXTR ag 4.3.
For O=C(NCc1ccccc1Cl)c1ccc2sc([C@H]3C[C@H](O)[C@@H](CO)O3)nc2c1 the results were CHO-K1 Ca antag -7, M1 PAM parental 14, M1 ag parental 1.2 and TAAR1 antagonist 2.
COc1ccc2oc(C(=O)OCC(=O)NC3CCCCC3)c(C)c2c1 was read as CHO-K1 Ca antag 0, M1 PAM parental -8, V1aR counter -0.3, OXTR potentiator 1, M1 ag parental 1.8, TAAR1 antagonist -25, CHO parental Ca -12 and OXTR ag -1.4.
`Cc1cc(O)c(NC(=O)c2ccc(Br)o2)cc1C` gave CHO-K1 Ca antag -4, M1 PAM parental 11, V1aR counter -0.5, OXTR potentiator -13, M1 ag parental 0.0, TAAR1 antagonist 12, CHO parental Ca -6, GPR7 antag 1 and OXTR ag -1.9.
CC1CCN(C(=O)c2ccc(S(=O)(=O)N3CCCCCC3)cc2)CC1 was read as CHO-K1 Ca antag -23, M1 PAM parental 3, V1aR counter 0.2, OXTR potentiator -5, M1 ag parental 1.8, TAAR1 antagonist 6, CHO parental Ca 4 and OXTR ag -0.1.
Screening O=C(Cc1ccc(Br)cc1)N(Cc1ccccc1)c1ccccn1 returned CHO-K1 Ca antag -10, M1 PAM parental 21, V1aR counter -1.3, OXTR potentiator -17, M1 ag parental 1.2, TAAR1 antagonist 0, CHO parental Ca -31, GPR7 antag 3 and OXTR ag -2.3.
`CCN(c1cccc(C)c1)S(=O)(=O)c1cnc[nH]1` gave CHO-K1 Ca antag -6, M1 PAM parental 9, V1aR counter -0.1, OXTR potentiator -4, M1 ag parental 0.8, TAAR1 antagonist -14, CHO parental Ca -3, GPR7 antag 3 and OXTR ag -1.2.
`CCOC(=O)c1cn(CC)c2cc3c(cc2c1=O)OCO3` gave CHO-K1 Ca antag 20, M1 PAM parental -19, V1aR counter 0.0, OXTR potentiator -2, M1 ag parental -0.5, TAAR1 antagonist -3, CHO parental Ca -9 and OXTR ag -1.5.
CCOC(=O)c1c(NC(=O)CN2CCOCC2)sc2c1CC(C)(C)OC2 was read as CHO-K1 Ca antag 17, M1 PAM parental -8, V1aR counter -0.7, OXTR potentiator -1, M1 ag parental 0.4, TAAR1 antagonist -11, CHO parental Ca -15, GPR7 antag -18 and OXTR ag -2.4.
For COc1ccc(CCN(C)CC(=O)Nc2cc(C)nc3ccccc23)cc1OC the results were CHO-K1 Ca antag -9, M1 PAM parental 14, V1aR counter 0.2, OXTR potentiator -10, M1 ag parental 4.2, TAAR1 antagonist -11, CHO parental Ca -28, GPR7 antag -9 and OXTR ag 0.3.
Screening CC(C)n1cc(/C=C2/NC(=O)NC2=O)c2ccccc21 returned CHO-K1 Ca antag 7, M1 PAM parental -3, V1aR counter 0.0, OXTR potentiator 0, M1 ag parental 0.3, TAAR1 antagonist 18, CHO parental Ca -9, GPR7 antag -10 and OXTR ag -1.8.
For CCOC(=O)NN1C(=O)c2ccccc2NC1c1cccc(O)c1 (stereo unspecified) the results were CHO-K1 Ca antag -7, M1 PAM parental 24, V1aR counter 0.9, OXTR potentiator -1, M1 ag parental 2.9, TAAR1 antagonist 2, CHO parental Ca -18, GPR7 antag -10 and OXTR ag -0.8.
`O=C1CC2c3ccccc3C1C1C(=O)N(CCc3ccccc3)C(=O)C21` (stereo unspecified) gave CHO-K1 Ca antag -1, M1 PAM parental 10, V1aR counter -0.3, OXTR potentiator -12, M1 ag parental 0.4, TAAR1 antagonist -10, CHO parental Ca -16, GPR7 antag 8 and OXTR ag -0.6.
`COc1ccc(OC)c2sc(NC(=O)CCS(=O)(=O)c3ccccc3)nc12` gave CHO-K1 Ca antag 2, M1 PAM parental 3, V1aR counter 1.2, OXTR potentiator -4, M1 ag parental 0.2, TAAR1 antagonist 25, CHO parental Ca -11, GPR7 antag -14 and OXTR ag 6.3.
CCCc1cc(=O)oc2cc(C)cc(OCC(=O)NCc3ccccn3)c12 was read as CHO-K1 Ca antag -15, M1 PAM parental 1, V1aR counter 0.1, OXTR potentiator 4, M1 ag parental 1.3, TAAR1 antagonist -6, CHO parental Ca -20, GPR7 antag -8 and OXTR ag -0.6.
`Cc1ccc([N+](=O)[O-])cc1NC1CC(O)C(CO)O1` (stereo unspecified) gave CHO-K1 Ca antag 11, M1 PAM parental 13, V1aR counter -0.1, OXTR potentiator -6, M1 ag parental -0.1, TAAR1 antagonist -7, CHO parental Ca 0, GPR7 antag -13 and OXTR ag -1.1.
`O=C(CCNC(=O)c1ccc([N+](=O)[O-])cc1)NCc1ccco1` gave CHO-K1 Ca antag 5, M1 PAM parental -10, V1aR counter 0.8, OXTR potentiator -9, M1 ag parental -0.3, TAAR1 antagonist 4, CHO parental Ca -14 and OXTR ag 0.9.
For CCOC(=O)c1c(C)nc(-c2ccccc2)nc1NC(=O)C(C)C the results were CHO-K1 Ca antag 13, M1 PAM parental -4, V1aR counter -0.8, OXTR potentiator -2, M1 ag parental 0.1, TAAR1 antagonist 8, CHO parental Ca -7, GPR7 antag -4 and OXTR ag -1.4.
`C[C@@H]1CCC2[C@](C)(CO)[C@@H](O)CC[C@]2(C)[C@@]12CCC(CO)(CCO)O2` (stereo partly specified) gave CHO-K1 Ca antag -2, M1 PAM parental -6, V1aR counter -0.1, OXTR potentiator -2, M1 ag parental 0.2, TAAR1 antagonist -8, CHO parental Ca -16, GPR7 antag -10 and OXTR ag 1.5.
Screening O=C(Cc1ccccc1)NNC(=S)Nc1ccc(Cl)cc1 returned CHO-K1 Ca antag -5, M1 PAM parental 15, V1aR counter 6.2, OXTR potentiator -3, M1 ag parental 1.3, TAAR1 antagonist -7, CHO parental Ca -6, GPR7 antag -9 and OXTR ag 0.6.
CCCCC(C(=O)O)C(C)CC(=O)Nc1nccs1 (stereo unspecified) was read as CHO-K1 Ca antag -6, M1 PAM parental -9, V1aR counter 1.0, OXTR potentiator 1, M1 ag parental -0.1, TAAR1 antagonist 3, CHO parental Ca -3, GPR7 antag -9 and OXTR ag 1.8.
`Cn1nc(-c2ccccc2)c(C(=O)Nc2ccc(Cl)cc2)c1Cl` gave CHO-K1 Ca antag 6, M1 PAM parental 9, V1aR counter -0.3, OXTR potentiator -1, M1 ag parental 0.0, TAAR1 antagonist -10, CHO parental Ca 3, GPR7 antag -7 and OXTR ag 0.2.

Compound activity: PubChem, The Scripps Research Institute Molecular Screening Center
